Screening results from PubChem BioAssay.
V1aR counter: agonists of human V1a receptor, primary screen, counter-screen for OXTR agonist project, fluorescence, CHO-V1R cells. Vasopressin V1a receptor (Homo sapiens), P37288. Fluo-8 calcium fluorescence, agonist mode; 0% DMSO, 100% 3 nM vasopressin. activation, % at 3 µM. actives 0.25% (n = 320,000). AID 2797, 2010;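 active means activation above the mean activation of all tested compounds plus 3 SD, per screening run, cut at about 20% in these data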;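 further: signal is peak over basal fluorescence ratio across a 100 second FLIPR read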
Target sequence (P37288 whole entry, looked up): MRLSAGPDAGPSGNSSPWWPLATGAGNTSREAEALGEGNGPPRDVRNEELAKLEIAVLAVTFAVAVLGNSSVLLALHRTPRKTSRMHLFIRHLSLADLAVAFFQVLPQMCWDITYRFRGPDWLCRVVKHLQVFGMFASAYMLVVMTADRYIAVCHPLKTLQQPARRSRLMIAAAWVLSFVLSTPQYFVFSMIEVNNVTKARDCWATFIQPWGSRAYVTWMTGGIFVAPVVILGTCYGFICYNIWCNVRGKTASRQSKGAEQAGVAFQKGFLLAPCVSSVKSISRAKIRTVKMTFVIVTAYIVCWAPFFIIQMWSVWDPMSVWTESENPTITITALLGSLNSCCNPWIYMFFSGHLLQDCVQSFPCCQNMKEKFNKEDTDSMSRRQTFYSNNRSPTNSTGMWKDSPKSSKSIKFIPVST
NALP1 inh: NALP1 inflammasome inhibitors in reconstituted yeast, colorimetric, S. cerevisiae, triplicate retest; AID 2071, 2009; actives 0.61% (n = 280,000); inhibition, % at 10 µM; S. cerevisiae NALP1/ASC/caspase-1 growth, X-gal OD620, 72 h; in the data active means inhibition mostly above about 24%, no sharp cut-off; inactive means mostly below about 32%; further: some compounds called inactive have numbers as strong as hits
GalR3 antag: GalR3 antagonists in HEK293 cells, primary screen, cell-based, fluorescence readout; actives 0.44% (n = 360,000); HEK293 GalR3-CNG cAMP membrane potential fluorescence; galR3 body fused to GalR1 C-terminus; inhibition, % at 3 µM;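 active means inhibition above the screen-wide average plus 3 SD, cut at about 13% in these data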;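 further: forskolin and galanin both at EC90 stimulate the cells; cAMP rise reported by CNG channel membrane potential dye signal; 0% = forskolin plus galanin with DMSO and 100% = forskolin alone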
PHOSPHO1 block: PubChem AID 1565. Phosphoethanolamine/phosphocholine phosphatase (Homo sapiens), Q8TCT1. recombinant PHOSPHO1, absorbance phosphatase assay. inhibition, % at 13.3 µM. actives 1.1% (n = 290,000); in the data active means inhibition above about 60%
Target sequence (Q8TCT1 whole entry, looked up): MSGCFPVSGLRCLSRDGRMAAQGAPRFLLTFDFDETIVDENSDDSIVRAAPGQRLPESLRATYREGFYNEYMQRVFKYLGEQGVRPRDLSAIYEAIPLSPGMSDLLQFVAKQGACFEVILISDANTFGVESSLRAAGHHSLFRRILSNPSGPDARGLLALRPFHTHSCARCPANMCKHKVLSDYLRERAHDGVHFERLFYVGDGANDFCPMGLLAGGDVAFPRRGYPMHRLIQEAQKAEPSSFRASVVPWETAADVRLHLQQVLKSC
MEKK2mut PB1 HTS: MEK5 binding signal on mutant MEKK2 PB1, primary screen, biochemical, multiplex bead flow cytometry, Alexa488-MEK5 | AID 1530, 2009 | percent response, % at 10 µM | actives 0.35% (n = 290,000) | Alexa488-MEK5 binding to MEKK2 mutant; in the data active means percent response above about 24%, passing the limit was not always enough; further: inactives centre near 1; some results filed as inactive read as strong as hits; reference of the scale not given here
OXTR ag: human OXTR agonists, primary screen, fluorescence, CHO-OTR cells, Fluo-8 calcium; Oxytocin receptor (Homo sapiens), P30559; Fluo-8 calcium fluorescence; normalized: DMSO 0%, oxytocin 100%; activation, % at 3 µM; actives 0.32% (n = 320,000); AID 2435, 2010;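 active means activation above the mean of all tested compounds plus 3 SD, cutoff set per screening run, cut at about 20% in these data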;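 further: peak over basal fluorescence ratio from a 100 s FLIPR kinetic read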
MEKK2 WT-MEK5: modulators of MEK5 binding to wildtype MEKK2, primary screen, biochemical, multiplex bead flow cytometry, Alexa488-MEK5 | Mitogen-activated protein kinase kinase kinase 2 (Homo sapiens), Q9Y2U5 | Alexa488-MEK5 binding to MEKK2 WT; actives lie on both sides | binding response (% of control), % at 10 µM | actives 1.1% (n = 290,000); in the data active means binding response below about 67% or above about 130%
MEKK3 PB1 HTS: modulators of MEKK3-MEK5 PB1 binding, primary screen, biochemical, wildtype MEKK3, multiplex bead flow cytometry, Alexa488-MEK5; Mitogen-activated protein kinase kinase kinase 3 (Homo sapiens), Q99759; bead-based flow cytometry, Alexa488-MEK5 binding to MEKK3; actives lie on both sides; 0 = blocked by unlabeled MEK5, 100 = vehicle; binding response (% of control), % at 10 µM; actives 1.4% (n = 290,000);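 active means binding response more than 3 SD above or below the average of its plate-row segment, actives on both sides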;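 further: Alexa488 bead fluorescence after subtracting the streptavidin-only scavenger bead signal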
GPR7 antag: GPR7 receptor antagonists, primary screen, cell-based, fluorescence, single concentration; GPR7-expressing cells, fluorescence antagonist assay; inhibition, % at 4.4 µM; actives 1.1% (n = 290,000); in the data active means inhibition above about 16%, passing the limit was not always enough;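 further: cells stimulated with the agonist NPW; 0% = agonist with vehicle and 100% = vehicle without agonist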
Target sequence (P48145 whole entry, looked up): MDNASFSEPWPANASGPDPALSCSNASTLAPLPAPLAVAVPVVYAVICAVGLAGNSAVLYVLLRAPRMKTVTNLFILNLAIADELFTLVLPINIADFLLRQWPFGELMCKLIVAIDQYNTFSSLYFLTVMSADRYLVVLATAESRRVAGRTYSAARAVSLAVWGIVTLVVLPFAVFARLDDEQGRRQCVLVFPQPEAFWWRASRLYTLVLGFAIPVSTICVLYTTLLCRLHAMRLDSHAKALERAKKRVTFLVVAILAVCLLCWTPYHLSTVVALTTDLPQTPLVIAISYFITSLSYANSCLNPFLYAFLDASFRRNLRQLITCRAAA
Numbers without * were called inactive; / = not tested or not shown.

SMILES	V1aR counter	NALP1 inh	GalR3 antag	PHOSPHO1 block	MEKK2mut PB1 HTS	OXTR ag	MEKK2 WT-MEK5	MEKK3 PB1 HTS	GPR7 antag
NC(=O)c1c(NC(=O)CSc2nnc(-c3ccco3)n2-c2ccccc2)sc2c1CCC2	-1.6	-10	-2	82*	-1	-1.6	103	99	-17
CC(OC(=O)CCCN1C(=O)c2ccccc2C1=O)C(=O)Nc1ncc(Cl)cc1Cl (configuration not stated)	-1.1	9	0	9	3	-1.1	100	103	-6
CCO[C@H]1OC(C(=O)O)=C[C@@H](c2ccc3c(c2)OCO3)[C@@H]1CCCO	0.2	8	-5	40	4	0.6	107	88	-11
CCOC(=O)c1c(NC(=O)CN(CC)CC)sc2c1CCN(C(=O)OCC)C2	-1.1	9	-12	-23	7	-1.5	106	107	1
Cc1ccccc1OCc1csc(N)n1	-0.1	45*	-1	-7	1	-1.3	94	99	0
N#CCCN(CCC#N)C(=O)c1ccc(Cl)cc1	0.6	3	-3	11	-9	0.4	84	89	-10
COc1ccccc1N1CCN(C(=O)Cc2ccc(Cl)cc2)CC1	0.0	-6	-8	36	12	-0.6	111	108	-12
CC(=O)NCCc1csc(-c2ccccc2)n1	-0.4	10	-2	-12	3	0.5	106	96	-8
Cc1ccc(S(=O)(=O)NCC(=O)N(CC(=O)NCC2CCCO2)C2CCCC2)cc1 (configuration not stated)	-0.1	-19	0	9	-7	-1.6	97	94	-15
Cc1ccc(OCC(=O)Nc2ccc(-c3nnc(-c4ccco4)o3)cc2)cc1	0.3	-13	-4	27	-7	0.2	98	98	1
COc1ccc(CCCc2nc3ccccc3[nH]2)cc1	1.2	/	-4	42	6	0.9	106	102	-11
O=C(CN1C(=O)/C(=C/c2ccccc2Cl)SC1=S)NC1C=CS(=O)(=O)C1 (configuration not stated)	1.5	-1	-7	75*	1	1.6	99	99	-16
NC(=O)c1ccccc1NC(=O)/C=C/c1cccc(Cl)c1	-0.6	-12	-7	18	-4	-1.1	94	99	4
COc1ccccc1/C=C/C(=O)Nc1ccc2c(c1)OCCO2	3.1	35	-9	9	0	-1.0	104	117	7
NC(=O)Cc1nc2scc(-c3ccc(Cl)cc3)c2c(=O)[nH]1	-0.2	2	-4	17	-8	-0.3	89	94	-23
O=C(O)c1ccc2c3c(cccc13)C(=O)N(OS(=O)(=O)c1ccccc1)C2=O	0.2	1	3	23	4	0.1	102	115	-4
Cc1ccccc1C(=O)O/N=C(\N)c1ccccc1	0.7	17	1	28	11	-0.4	112	112	6
Cc1cccc(NC(=O)CN(C)S(=O)(=O)c2cccc3nsnc23)c1C	-0.2	-2	-3	-16	-2	-1.8	102	100	4
CCOC(=O)CNc1nc(-c2ccncc2)nc2ccccc12	0.4	11	-4	20	6	-1.2	109	105	-8
CC1=NCC(C)c2c1[nH]c1ccccc21 (configuration not stated)	2.9	4	-3	28	-2	2.4	101	101	-6
CCNC(=O)CCSc1nnc(-c2ccco2)o1	0.2	8	-1	10	-2	0.6	99	106	-11
CC(C(=O)NC1CCCCCC1)N(c1ccccc1)S(C)(=O)=O (configuration not stated)	0.7	-11	5	10	3	-1.3	99	101	-9
O=C(CS(=O)(=O)c1cccc(C(F)(F)F)c1)Nc1ccccc1Cl	-0.8	-6	-5	42	2	-0.3	102	103	-12
CC(C)C(=O)Nc1cccc(NC(=S)NC(=O)c2ccccc2Cl)c1	5.8	-4	-7	3	-2	5.2	89	95	12
Cc1ccc(NC(=O)CSc2nnc(CN3CCOCC3)n2-c2ccccc2)cc1	0.1	5	-2	-4	3	-0.7	97	110	-9

Part of the list above, with bars between the fields.
molecule | V1aR counter | NALP1 inh | GalR3 antag | PHOSPHO1 block | MEKK2mut PB1 HTS | OXTR ag | MEKK2 WT-MEK5 | MEKK3 PB1 HTS | GPR7 antag
CC1=NCC(C)c2c1[nH]c1ccccc21 (configuration not stated) | 2.9 | 4 | -3 | 28 | -2 | 2.4 | 101 | 101 | -6
CCNC(=O)CCSc1nnc(-c2ccco2)o1 | 0.2 | 8 | -1 | 10 | -2 | 0.6 | 99 | 106 | -11

Entries of single compounds, looked up by structure. Values in the order: V1aR counter, NALP1 inh, GalR3 antag, PHOSPHO1 block, MEKK2mut PB1 HTS, OXTR ag, MEKK2 WT-MEK5, MEKK3 PB1 HTS, GPR7 antag
CCOC(=O)CNc1nc(-c2ccncc2)nc2ccccc12 across the screens: 0.4, 11, -4, 20, 6, -1.2, 109, 105, -8
Cc1cccc(NC(=O)CN(C)S(=O)(=O)c2cccc3nsnc23)c1C across the screens: -0.2, -2, -3, -16, -2, -1.8, 102, 100, 4
CCOC(=O)c1c(NC(=O)CN(CC)CC)sc2c1CCN(C(=O)OCC)C2 across the screens: -1.1, 9, -12, -23, 7, -1.5, 106, 107, 1
CC(=O)NCCc1csc(-c2ccccc2)n1 across the screens: -0.4, 10, -2, -12, 3, 0.5, 106, 96, -8

The listing continues.
SMILES	V1aR counter	NALP1 inh	GalR3 antag	PHOSPHO1 block	MEKK2mut PB1 HTS	OXTR ag	MEKK2 WT-MEK5	MEKK3 PB1 HTS	GPR7 antag
COc1cc2c(cc1OC)C(c1ccc(-c3ccc(Cl)cc3Cl)o1)=NCC2	1.3	20	-5	18	/	-1.8	/	/	6
COc1ccc(-c2cc(=O)c3cc(C)ccc3[nH]2)cc1	0.1	19	-5	-16	2	0.3	99	102	1
Cn1cccc1CNC(=O)Nc1ccccc1	0.2	-5	0	19	8	-0.4	103	103	-3
Nc1c(C(=O)N/N=C/c2ccc(OCc3ccccc3)cc2)cnn1-c1ccccc1	1.3	/	-2	8	-9	-0.7	86	84	4
CCOc1ccc(N(C(C)C(=O)NN=C2CCCCCCC2)S(C)(=O)=O)cc1 (configuration not stated)	-0.5	19	-3	1	-2	-2.1	100	96	-7
Cc1ccc(S(=O)(=O)NC(C)(C)CN2CCNCC2)cc1	-0.6	19	-11	23	7	0.1	108	100	4
CC(c1ccon1)N(C)C(=O)CCc1nnc(Cc2ccc(-c3ccccc3)cc2)o1 (configuration not stated)	6.7	3	-1	36	-10	9.2	85	99	20
O=C(O)c1ccc(/C=N/N2CCN(Cc3ccc(Cl)cc3)CC2)cc1	1.4	-1	0	-15	-14	-0.8	94	96	8
Cc1cn2c(-c3ccncc3)nnc2s1	-0.8	7	-1	38	/	13	/	/	1
CCCCCCC(=O)N/N=C/c1ccco1	-0.6	9	-2	2	0	0.6	101	105	-14
CC(=O)/C(C#N)=C1\NC(=O)C(Cc2ccc(F)cc2)S1 (configuration not stated)	1.5	/	-3	27	14	0.7	111	119	-9
CCn1cc(Br)c(C(=O)NC(=S)Nc2ccc(C(=O)OC)cc2)n1	0.1	31	-2	-15	-2	0.4	95	93	-4
COc1ccc(OC)c(C2C(C(=O)c3ccco3)=C(O)C(=O)N2CCN2CCOCC2)c1 (configuration not stated)	0.3	12	-3	-39	6	-0.5	111	109	-15
COc1ccc(N2CCN(C(=O)c3cc4c(-c5cccc(OC)c5)nn(C)c4s3)CC2)cc1	0.4	5	-4	-27	1	0.6	99	102	-6
Cc1ccc(NC(=O)c2ccccc2N(C)S(C)(=O)=O)cc1C	0.7	2	-7	-1	-3	0.2	94	95	-2
CCOc1ccc(NC(=O)c2sccc2-n2cccc2)cc1	-0.2	1	-2	2	2	-2.6	101	107	-20
CSc1nnc(NC(=O)c2nc(S(=O)(=O)Cc3ccccc3F)ncc2Cl)s1	0.4	-10	-2	22	-1	6.1	101	98	-14
Cc1csc2ncc(C(=O)NCc3ccccn3)c(=O)n12	-0.1	7	2	-2	15	-0.7	113	106	-6
CCc1ccc(S(=O)(=O)c2cn(C)c3cc(OC)c(OC)cc3c2=O)cc1	1.6	12	1	49	-1	-0.6	97	100	-10
Cc1nc(SC(C)C(=O)Nc2cccc(C(F)(F)F)c2)c2c(C)c(C(=O)O)sc2n1 (configuration not stated)	1.0	/	-8	16	-1	1.3	99	101	-12
COCCCNC(=O)C(C#N)c1nc2ccccc2nc1N1CCCC1 (configuration not stated)	4.8	/	-3	/	12	-0.8	92	92	-7
Cc1ccc(CNC(=O)C(NS(=O)(=O)c2cccc3nsnc23)c2ccccc2)cc1 (configuration not stated)	-0.8	31	-9	0	1	-1.6	99	100	-5
CC1Cc2ccccc2N1C(=O)c1cc2sccc2n1Cc1ccccc1 (configuration not stated)	-0.2	-8	-4	22	3	-1.5	100	102	-5
COc1cccc2c1OCC(CN1CCN(Cc3ccccc3F)C(CCO)C1)=C2 (configuration not stated)	2.4	-32	-2	/	0	1.4	100	102	9
CC(=O)CSc1nc2c(c(=O)[nH]c(=O)n2C)n1Cc1ccccc1Cl	0.3	-33	-2	/	2	0.1	102	104	-11

Entries above shown as hits in PHOSPHO1 block.
smiles	NALP1 inh	GalR3 antag	PHOSPHO1 block	MEKK2mut PB1 HTS	MEKK2 WT-MEK5	MEKK3 PB1 HTS	GPR7 antag
NC(=O)c1c(NC(=O)CSc2nnc(-c3ccco3)n2-c2ccccc2)sc2c1CCC2	-10	-2	82*	-1	103	99	-17
O=C(CN1C(=O)/C(=C/c2ccccc2Cl)SC1=S)NC1C=CS(=O)(=O)C1 (configuration not stated)	-1	-7	75*	1	99	99	-16

Some entries already given, reduced to GPR7 antag.
| Molecule | GPR7 antag |
| --- | --- |
| CCNC(=O)CCSc1nnc(-c2ccco2)o1 | -11 |
| CC1=NCC(C)c2c1[nH]c1ccccc21 (configuration not stated) | -6 |

New compounds follow
SMILES	V1aR counter	NALP1 inh	GalR3 antag	PHOSPHO1 block	MEKK2mut PB1 HTS	OXTR ag	MEKK2 WT-MEK5	MEKK3 PB1 HTS	GPR7 antag
COc1cccc(CN2CCNC(=O)C2CC(=O)NCCc2nc(C)c(C)s2)c1OC (configuration not stated)	1.0	-22	-6	-1	-12	-1.4	82	79	-1
CC(NS(=O)(=O)c1ccc(Cl)cc1)C(=O)Nc1ccc2c(c1)OCCO2 (configuration not stated)	0.6	-3	-9	6	-3	1.8	97	99	-7
Cc1oc(-c2cccs2)nc1CN1CCN(CC(C)C)C(CCO)C1 (configuration not stated)	0.3	2	4	32	13	-1.6	107	107	-12
O=C(CNS(=O)(=O)c1ccccc1)OCC(=O)c1ccc(F)cc1	-0.5	26	-7	4	-5	1.3	93	96	13
Brc1csc2ncccc12	2.0	-7	-1	7	3	0.9	98	104	-9
COc1cccc(NC(=O)CN(c2cccc(OC)c2)S(C)(=O)=O)c1	0.2	7	-1	1	-3	0.1	98	102	3
CC1(C)Cc2c(c(N3CCCCC3)[nH]c(=S)c2C#N)CS1	/	-1	2	0	0	/	104	101	-13
Oc1ccc(-c2nccc(-c3cccs3)n2)cc1	-0.1	5	-5	15	-2	2.6	99	99	-6
CC1(C)CC2(CC(C)(C)N1)OC(=O)N1CCc3ccccc3C12C (configuration not stated)	1.4	21	0	2	1	0.8	96	97	-3
CNCCCc1[nH]nc(N)c1C#N	1.2	/	1	/	-1	0.8	105	107	-11
